# IMPase cell inh: qHTS Assay for Identifying the Cell-Membrane Permeable IMPase Inhibitors. Inositol monophosphatase 1 (Rattus norvegicus), P97697. inhibition (IP1 accumulation), % at 46.1 µM. CHO-M1 cells, IP1 accumulation, HTRF TR-FRET ratio. 120,000 tested, under 10 active; active = well fitted curve in the direction sought with a large enough effect in the signal ratio, not every such curve was filed as active; inconclusive = small, poorly fitted or top-dose-only effect, or a change in a side signal; inactive = no such curve, though single readings can be large or run the other way; the % refers to the signal ratio;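 note: cells stimulated with carbachol in lithium chloride buffer; plate controls were DMSO basal wells for no effect and reference inhibitor wells for full effect; higher means more IMPase inhibition seen as more IP1 and lower FRET ratio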
# Target sequence (P97697 whole entry, looked up): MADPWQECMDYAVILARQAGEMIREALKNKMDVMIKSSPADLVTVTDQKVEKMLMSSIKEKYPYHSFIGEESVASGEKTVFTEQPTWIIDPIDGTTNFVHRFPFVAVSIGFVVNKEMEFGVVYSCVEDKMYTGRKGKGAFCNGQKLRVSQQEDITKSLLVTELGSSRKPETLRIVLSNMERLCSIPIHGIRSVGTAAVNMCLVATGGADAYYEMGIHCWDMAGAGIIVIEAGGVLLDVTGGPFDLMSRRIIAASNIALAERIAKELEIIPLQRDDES
#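 CHO-M1 cells (CHO stably expressing M1 receptor), compound up to 46 uM final, stimulated with carbachol (50 uM as added) in buffer with 50mM LiCl, pH 7.4, 30 min at 37C. Cytosolic IP1 read by TR-FRET; AC50 from Hill fits.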
# PNC inhibitor: High Content Assay for Compounds that inhibit the Assembly of the Perinucleolar Compartment; AID 2417, 2010; PC3M PTB-GFP, PNC prevalence imaging, 16 h; hits give low values; activity change (PNC), negative = inhibition, % at 10 µM; hit rate 3.1% among 140,000;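 active = readout at or below -70, meaning at least 70% loss of cells showing the perinucleolar compartment, a nuclear body marking cancer cells; inconclusive = readout between -30 and a set limit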;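 note: plate controls were DMSO wells for no effect and camptothecin positive control wells for full effect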
#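 Compounds are pinned in duplicate onto adhered PC3M cells stably expressing GFP-tagged PTB and incubated 16 h at 37 C. Cells are then fixed, nuclei stained with Hoechst, and PNC-positive cells counted.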
# ALOX12 inhib: qHTS Assay for Inhibitors of 12-hLO (12-human lipoxygenase); purified 12-hLO, xylenol orange hydroperoxide absorbance; Potency, µM (doses to about 57.1 µM), without a hit: top-dose activity change, negative = inhibition, actives largely listed as inhibitors; hit rate 0.12% among 150,000; AID 1452, 2008; note: potency is the fitted concentration of half-maximal effect; nearly all actives have a fitted effect of over 55% in size; many of its hits are not listed in these tables
# Target sequence (P18054 whole entry, looked up): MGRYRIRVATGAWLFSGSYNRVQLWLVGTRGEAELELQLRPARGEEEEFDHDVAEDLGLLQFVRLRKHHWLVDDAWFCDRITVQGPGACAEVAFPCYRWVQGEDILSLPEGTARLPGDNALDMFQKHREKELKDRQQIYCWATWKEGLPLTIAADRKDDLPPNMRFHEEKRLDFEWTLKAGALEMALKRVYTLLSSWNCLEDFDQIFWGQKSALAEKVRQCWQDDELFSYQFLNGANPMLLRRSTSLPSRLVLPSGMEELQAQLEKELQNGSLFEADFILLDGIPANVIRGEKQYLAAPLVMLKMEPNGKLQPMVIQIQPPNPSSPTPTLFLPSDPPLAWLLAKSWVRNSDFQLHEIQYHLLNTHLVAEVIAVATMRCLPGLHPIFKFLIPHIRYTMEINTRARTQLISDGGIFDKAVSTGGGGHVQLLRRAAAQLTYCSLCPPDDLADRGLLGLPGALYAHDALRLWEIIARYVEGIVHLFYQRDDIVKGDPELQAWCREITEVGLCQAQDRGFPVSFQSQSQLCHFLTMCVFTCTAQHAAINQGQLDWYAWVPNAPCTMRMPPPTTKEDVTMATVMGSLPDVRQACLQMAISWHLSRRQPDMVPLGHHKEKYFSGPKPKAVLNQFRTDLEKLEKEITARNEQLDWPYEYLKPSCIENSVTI
#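 Purified human 12hLO (150 nM final) was preincubated with compounds for 15 min at room temperature in 25 mM Hepes pH 7.0, 0.01% Triton X-100, then reacted with 40 uM arachidonic acid for 30 min. Hydroperoxide was detected with ferrous iron/xylenol orange.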
# ALOX15B inhib: qHTS Assay for Inhibitors of 15-hLO-2 (15-human lipoxygenase 2). hit rate 0.56% among 110,000. AID 881, 2007. Potency, µM (doses to about 57.1 µM), without a hit: top-dose activity change, negative = inhibition, most hits filed as inhibitors. purified 15hLO-2, xylenol orange hydroperoxide absorbance; note: potency is the fitted concentration of half-maximal effect; nearly all actives have a fitted effect of over 60% in size; many of its hits are not listed in these tables
#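 Enzyme 50 nM, AA 45 uM, 25 mM Hepes pH 7.5 + 0.01% Triton X-100; cpd preinc 15 min RT, rxn 90 min RT; stop/detect with 200 uM XO + 300 uM Fe(II) in 50 mM H2SO4, 30 min; A573/A405.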
# Numbers without * were called inactive; ? = inconclusive; · = not tested or not shown; [ ] = remark or other dose. Unless noted, calls come from the whole dose curve; as a rule, active = well fitted curve in the direction sought with a large enough effect; inconclusive = small, poorly fitted or top-dose-only effect, or another doubt; inactive = no such curve, though single readings can be large; an effect the other way counts as inactive or inconclusive. Unless noted, % is set by controls: 0 for no effect and ±100 for the full control effect. The list is partial. The share of hits here may be higher or lower than overall.
molecule	ALOX15B inhib	PNC inhibitor	ALOX12 inhib	IMPase cell inh
CC(=O)Nc1ccc(OC(=O)c2cc3ccccc3oc2=O)cc1	-1%	51	4%	6
CC1(C)CC(=O)c2c(nc(SCC(=O)Nc3nsc(-c4ccccc4)n3)c(C#N)c2-c2ccccc2)C1	-15%	-10	-11%	6
O=C(Nc1cc(C(F)(F)F)ccc1-n1cnc2ccccc21)c1ccccc1	·	3	-2%	8
CCN(CC(O)CON=C1c2ccccc2-c2ccccc21)S(=O)(=O)c1ccc(C)cc1 (stereo not drawn)	·	1	-7%	0
COc1cccc(-c2[nH]nc3c2C(c2ccc(C)o2)C(C#N)=C(N)O3)c1 (stereo not drawn)	-9%	18	1%	12
O=C(Cn1nnc2ccccc21)OCC(=O)c1ccc(Cl)c(Cl)c1	·	-28	4%	·
COc1ccc([N+](=O)[O-])cc1NC(=O)CCc1ccccc1	-6%	-10	4%	3
CC1(C)Cc2cccc(OCC(=O)N3CCN(S(=O)(=O)c4ccc(F)cc4)CC3)c2O1	-7%	11	0%	?
O=C(O)c1cc(N/N=C2/CC(c3ccccc3)Oc3ccccc32)ccc1Cl (stereo not drawn)	·	-5	-8%	·
CCN1CCN(C(=O)c2oc(=O)c3ccccc3c2-c2ccc(C)cc2)CC1	·	7	3%	13
O=C(CSc1nnc(-c2cccnc2)n1Cc1ccco1)NCc1ccc2c(c1)OCO2	-3%	-21	-11%	-7
O=C(CCCCCN1C(=O)CCC1=O)Nc1ccc2c(c1)OCO2	7%[2.29 µM]	-29	-3%	0
Cc1ccc(NNS(=O)(=O)c2ccc(C)cc2)cc1	?	?	?	-12
Cc1cnc(CNc2cc(-c3ccoc3)ncn2)cn1	14%	·	-2%	·
O=C(OCc1cc2ccccc2[nH]c1=O)c1ccccc1	4%	6	-4%	4

# The list continues.
molecule	ALOX15B inhib	PNC inhibitor	ALOX12 inhib	IMPase cell inh
COc1ccccc1N(CC(=O)Nc1c(C)cccc1C)S(C)(=O)=O	5%	-4	0%	0
Cc1ccc(N=C2NC(=O)/C(=C/c3cn(C)c4ccccc34)S2)cc1C	·	25	-5%	·
COc1ccc(/C=C/C(=O)Nc2ccc(OC)cc2[N+](=O)[O-])cc1	·	-11	2%	1
CNC(=S)N/N=C/c1ccc2c(c1)OCCO2	·	?	-2%	·
O=C(O)c1cc(Br)ccc1NN=C1CCCCC1	·	?	-17%	·
CC(C)C1Oc2ccccc2N(CC(=O)NCCCN2C(C)CCCC2C)C1=O (stereo not drawn)	-4%	?	0%	9
COC(=O)C1=C(C(=O)OC)N2C=CC=CC2(C)C(C(=O)OC)=C1C(=O)OC (stereo not drawn)	·	?	-20%	·
CC(C)(C)c1ccc(CN2C3=NCCCN3c3ccccc32)cc1	·	-17	3%	21
CCOC(=O)c1cc2c(=O)n3ccccc3nc2n(CC(C)C)c1=NC(=O)c1ccco1	-16%	?	-5%	0
COc1ccnc(CSC(N)=Nc2ccccc2C(F)(F)F)c1	·	10	2%	·
OC[C@@H]1O[C@H](O)[C@@H](Cl)[C@H](O)[C@@H]1O	4%	·	-4%	6
O=C(Nc1cc(Cl)ccc1O)C1CCCO1 (stereo not drawn)	-9%	3	3%	4
Cc1ccc(C(=O)c2cc([N+](=O)[O-])ccc2N2CC(C)OC(C)C2)cc1 (stereo not drawn)	·	-18	-1%	-11
O=C(CCSc1ccccc1)NCCSCc1ccccc1	·	-27	-7%	·
CCCC(=O)Nc1nc2ccc(OC)cc2s1	?	?	-18%	13

# Structures above that have two or more sulfur atoms (2):
molecule	ALOX15B inhib	PNC inhibitor	ALOX12 inhib	IMPase cell inh
CC1(C)CC(=O)c2c(nc(SCC(=O)Nc3nsc(-c4ccccc4)n3)c(C#N)c2-c2ccccc2)C1	-15%	-10	-11%	6
O=C(CCSc1ccccc1)NCCSCc1ccccc1	·	-27	-7%	·

# The list continues:
molecule	ALOX15B inhib	PNC inhibitor	ALOX12 inhib	IMPase cell inh
CCCCNS(=O)(=O)c1ccc(NC(=O)C2CCCO2)cc1 (stereo not drawn)	·	2	1%	·
CN(C)CC(O)COc1ccc(-c2ccc(C#N)cc2)cc1 (stereo not drawn)	16%	-9	-3%	-7
CCOc1cc(C2c3c(oc4cc(C)c(Cl)cc4c3=O)C(=O)N2Cc2ccco2)ccc1O (stereo not drawn)	-30%	?	-5%	3
O=C(Nc1ccc(NC(=O)c2ccco2)nc1)c1cccnc1	·	-100*	2%	2
O=C(CCCC(=O)N1CCCc2ccccc21)N1CCCc2ccccc21	-3%	34	-1%	5
Cc1cc(Cl)ccc1OCCCC(=O)N1CCCCC1	-1%	-9	-1%	1
O=C1CCCC/C1=C/Nc1ccc(S(=O)(=O)Nc2ncccn2)cc1	5%	?	-6%	-3
COC(=O)CC1C(=O)NCCN1C(=S)NC(=O)C(c1ccccc1)c1ccccc1 (stereo not drawn)	·	15	-4%	-4
CCN1CCc2nc(NC(=O)c3ccccc3)sc2C1	26%	-21	4%	?
CCOc1ccc(C(CC(=O)O)NC(=O)c2ccco2)cc1OC (stereo not drawn)	-2%	?	-1%	11
O=C(CSc1nnc(CNc2ccc(Cl)cc2)o1)Nc1nc2c(s1)CCCC2	21%	7	-23%	-2
CCOC(=O)c1csc(NNC=O)n1	·	5	-1%	·
C/C=C(/C)C(=O)O[C@@H]1[C@H](OC(C)=O)c2c(ccc3ccc(=O)oc23)OC1(C)C	·	26	-1%	·
Cc1cc(C)c(OCC(=O)Nc2ccccc2N2CCOCC2)c(C)c1	3%	?	-6%	10
Cc1ccc(C)c(NC(CC(=O)c2ccccc2)C(=O)OCC(=O)c2cccs2)c1 (stereo not drawn)	·	?	0%	5

# The list goes on:
molecule	ALOX15B inhib	PNC inhibitor	ALOX12 inhib	IMPase cell inh
C[C@H]1[C@H](C)CC[C@]2(C(=O)O)CC[C@]3(C)C(=CCC4[C@@]5(C)CC[C@H](O)C(C)(C)[C@@H]5CC[C@]43C)[C@H]12 (stereo partly drawn)	-12%	·	-6%	5
CC(NC(=S)Nc1c(Cl)cccc1OC(F)F)C(C)(C)C (stereo not drawn)	·	-7	-6%	1
CCOc1ccc(CNC(=O)C2CCN(S(=O)(=O)N3CCCC3)CC2)cc1OC	·	39	0%	1
CCn1c2ccccc2c2cc(N=C3SC(CC(=O)Nc4ccccc4OC)C(=O)N3CCOC)ccc21 (stereo not drawn)	·	-98*	-12%	·
CCc1ccc(CNc2ccc(O)cc2)cc1	-5%	-7	?	30
O=C(Nc1sc2c(c1C(=O)NCc1cccnc1)CCCC2)c1ccco1	19%	20	-2%	11
COc1ccccc1C(CC(N)=O)c1ccco1 (stereo not drawn)	4%	-16	4%	7
Nc1nonc1C(=O)NCCNCc1cc(Br)ccc1OCc1ccc(F)cc1	13%	?	-3%	7
CCNc1nc(Oc2ccc(C(=O)OC)cc2)nc(SC)n1	2%	20	-2%	-8
CCOC(=O)c1c(C)[nH]c(C)c1C(=O)COC(=O)c1cc2ccccc2cc1O	·	17	-1%	6
Cc1ccc(SCCC(=O)Nc2cccc(N(C)S(C)(=O)=O)c2)cc1	-3%	1	8%	0
Cc1ccc(C)n1-c1ccc(N2CCOCC2)nc1	-11%	-1	-1%	10
CCCSc1nc(N)cc(=O)[nH]1	-2%	?	2%	-1
Cc1ccc(C(C(=O)NCc2ccco2)N(Cc2ccco2)C(=O)CNC(=O)c2ccco2)cc1 (stereo not drawn)	-12%	?	-13%	-3
O=C1OCCC1Sc1nnc(-c2ccc(F)cc2)n1Cc1ccccc1 (stereo not drawn)	·	?	-1%	·

# Next section.
molecule	ALOX15B inhib	PNC inhibitor	ALOX12 inhib	IMPase cell inh
CCOc1ccc(-n2ccnc2SCC(=O)Nc2nnc(CC)s2)cc1	-7%	-9	-3%	4
CCOC(=O)CNC(=O)CSc1nnc(-c2ccncc2)n1-c1ccc(Cl)cc1	0%	-12	5%	1
O=C(NCC1CCCO1)c1ccc(C(=O)NCC2CCCO2)cc1 (stereo not drawn)	-5%	13	1%	-4
O=C1C2C(C(=O)N1/N=C/c1ccco1)C1C=CC2C12CC2 (stereo not drawn)	2%	27	-2%	6
O=C(COc1ccc(Br)cc1)N1CCOCC1	·	212	14%	0
O=C(NCCc1ccc(Cl)cc1)C1CCN(S(=O)(=O)N2CCCCC2)CC1	4%	?	-8%	-1
CN/C(=C\[N+](=O)[O-])NCCSCc1ccc(CN(C)C)o1	10%	·	-1%	9
Cn1c(=N)n(CC(=O)c2ccc(Br)s2)c2ccccc21	23%	3	-4%	-9
Cc1ccn2cc(-c3cccc(NC(=O)c4ccccc4)c3)nc2c1	·	5	-2%	·
O=C1OC(c2ccccc2)C2(CCCC2)C(=O)C12CCCC2 (stereo not drawn)	2%	13	0%	4
CCCNC(=O)CC1Sc2ccccc2NC1=O (stereo not drawn)	1%	9	5%	-1
CCS(=O)c1ccccc1C(=O)O (stereo not drawn)	-2%	18	3%	2
COC(=O)c1ccc(C(NC(=O)OCc2ccccc2)/C(I)=C/[C@@H](C)C(=O)Nc2ccccc2)cc1 (stereo partly drawn)	-3%	·	-5%	·
CSc1nc(-c2ccco2)cc(-c2ccccc2)c1C#N	-23%	-27	-7%	?
CCC(C)NC(=O)C1CCCN1S(=O)(=O)c1ccc(Cl)cc1 (stereo not drawn)	·	-119*	-1%	-5

# Quoted from the listing (three entries):
molecule	ALOX15B inhib	PNC inhibitor	ALOX12 inhib	IMPase cell inh
COC(=O)c1ccc(C(NC(=O)OCc2ccccc2)/C(I)=C/[C@@H](C)C(=O)Nc2ccccc2)cc1 (stereo partly drawn)	-3%	·	-5%	·
CSc1nc(-c2ccco2)cc(-c2ccccc2)c1C#N	-23%	-27	-7%	?
CCC(C)NC(=O)C1CCCN1S(=O)(=O)c1ccc(Cl)cc1 (stereo not drawn)	·	-119*	-1%	-5

# (cont.)
molecule	ALOX15B inhib	PNC inhibitor	ALOX12 inhib	IMPase cell inh
Cc1onc(-c2c(F)cccc2Cl)c1C(=O)OCn1nnc2ccccc2c1=O	·	67	-4%	13
CCOC(=O)c1cccc(NC(=O)CSc2nnc(-c3cccnc3)n2C)c1	-3%	?	2%	-7
CN(CC(=O)N1CCCCCC1)S(=O)(=O)c1ccc(Br)s1	-4%	32	-12%	8
COc1cccc(/C=N/Nc2ccc(S(=O)(=O)O)cc2)c1O	-16%	-11	-1%	3
CSCC[C@H](NC(=O)Nc1ccc(C)cc1C)C(=O)O	-11%	-8	3%	?
CC(C)C(=O)NC(=S)N1CCc2ccccc21	·	5	3%	·
CSc1ccc(/C=N/NC(=O)c2cccc(Cl)c2)cc1	·	0	-3%	·
CC(C)(C)NC(=O)C(=O)NCc1ccncc1	·	-18	-3%	·
O=C(Nc1ccc(OCC(F)(F)C(F)F)c(C(F)(F)F)c1)c1ccccc1O	-5%	?	-7%	-1
CCc1nnc(NC(=O)CSc2nnc(COc3ccc(C)cc3)n2-c2ccccc2)s1	0%	?	-3%	2
COCCNC(=O)C(c1ccccc1)N(Cc1cccs1)C(=O)Cn1nnc2ccccc21 (stereo not drawn)	-6%	10	2%	1
Cc1nn(CC(=O)Nc2ccc(Cl)cn2)c(C)c1Br	·	?	-2%	·
CCN(Cc1ccccc1)C(=O)C1CCN(C/C(C)=C/c2ccccc2)CC1	·	17	0%	·
Cc1nnc(NC(=O)C2CCCN(S(=O)(=O)c3ccccc3C(F)(F)F)C2)s1 (stereo not drawn)	1%	12	0%	4
Cc1cc(C(=O)CSc2nc3ccccc3o2)c(C)n1CC1CCCO1 (stereo not drawn)	0%	?	-2%	9
Cc1cc(C)n(-c2nc3ccccc3c(=O)n2OCC(=O)N(C)C)n1	-15%	?	-15%	3
